DUSP3 inh = inhibitors of human VHR1 phosphatase (DUSP3); inhibition, % at 13.3 µM; P51452; 290,000 compounds, 0.52% hits; recombinant VHR phosphatase, pNPP absorbance; in the data active means inhibition above about 50%; further: some compounds called inactive have numbers as strong as hits
Mtb FBA inh = Mtb fructose-bisphosphate aldolase inhibition; AID 588726; purified M. tuberculosis FBA, fluorescence read-out; inhibition, % at 1 µM; 360,000 compounds, 2.3% hits; P9WQA3; in the data active means inhibition above about 27%;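 further: 0% = vehicle and 100% = reference inhibitor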
Target sequence (P9WQA3 whole entry, looked up): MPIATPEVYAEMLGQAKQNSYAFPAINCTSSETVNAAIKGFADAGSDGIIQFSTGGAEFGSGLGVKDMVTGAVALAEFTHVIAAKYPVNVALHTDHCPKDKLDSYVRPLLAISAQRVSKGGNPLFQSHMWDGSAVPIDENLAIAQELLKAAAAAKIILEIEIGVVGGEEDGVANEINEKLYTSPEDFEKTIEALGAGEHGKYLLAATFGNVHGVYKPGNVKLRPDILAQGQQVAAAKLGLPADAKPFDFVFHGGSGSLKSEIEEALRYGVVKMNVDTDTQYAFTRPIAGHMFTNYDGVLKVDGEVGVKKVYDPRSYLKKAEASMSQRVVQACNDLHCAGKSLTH
MazF activator = increases E. coli MazEF RNase cleavage of RNA. AID 504720. activation, % at 20 µM. P0AE70. FAM/BHQ RNA-DNA oligo cleavage fluorescence, 5 h. 350,000 compounds, 0.32% hits; in the data active means activation above about 50%
Target sequence (P0AE70 whole entry, looked up): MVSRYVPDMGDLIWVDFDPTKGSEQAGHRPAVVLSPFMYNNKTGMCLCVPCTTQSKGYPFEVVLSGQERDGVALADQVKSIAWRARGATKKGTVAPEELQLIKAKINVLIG
CCHF vOTU inh = CCHFV vOTU protease inhibition; Pep-AMC fluorescence; inhibition, % at 11.5 µM; 370,000 compounds, 0.55% hits; AID 651958; further: 0% = vehicle wells with enzyme and 100% = no enzyme wells
Mtb UGM inh = blocks M. tuberculosis UGM enzyme. P9WIQ1. purified UGM, fluorescence polarization probe displacement. inhibition, % at 10 µM. 320,000 compounds, 0.06% hits; in the data active means inhibition above about 10%, passing the limit was not always enough; inconclusive means no clear call, values can overlap the other calls
Target sequence (P9WIQ1 whole entry, looked up): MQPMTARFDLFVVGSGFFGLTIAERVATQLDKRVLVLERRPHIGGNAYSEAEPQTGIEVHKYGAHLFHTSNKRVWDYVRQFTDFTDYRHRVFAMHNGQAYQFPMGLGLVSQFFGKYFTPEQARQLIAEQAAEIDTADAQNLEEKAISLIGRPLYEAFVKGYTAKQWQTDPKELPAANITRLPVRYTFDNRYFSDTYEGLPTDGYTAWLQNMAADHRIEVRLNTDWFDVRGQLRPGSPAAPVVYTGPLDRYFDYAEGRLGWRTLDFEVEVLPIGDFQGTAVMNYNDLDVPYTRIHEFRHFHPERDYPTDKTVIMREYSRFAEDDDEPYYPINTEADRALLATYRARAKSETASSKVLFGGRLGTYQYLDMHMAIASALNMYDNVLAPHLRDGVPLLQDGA
Rv3671c protease = inhibits the M. tuberculosis serine protease Rv3671c | P9WHR9 | 320,000 compounds, 0.048% hits | inhibition, % at 5.96 µM; in the data active means inhibition above about 38%;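 further: extracellular domain of Rv3671c used as enzyme; 0% = enzyme with DMSO and 100% = no enzyme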
FadD28 FP inh = blocks FadD28 binding to the bisubstrate probe | inhibition, % at 12.5 µM | 360,000 compounds, 0.22% hits | fluorescence polarization | AID 588549; in the data active means inhibition above about 8.5%, passing the limit was not always enough; inconclusive means no clear call, values can overlap the other calls
GDH-TPI counter = GDH-TPI coupled enzyme inhibition counter-screen; inhibition, % at 4.8 µM; AID 588335; 360,000 compounds, 1.2% hits; GDH-TPI coupled enzyme counterscreen, NADH absorbance;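 further: 0% = DMSO wells and 100% = wells lacking the enzyme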
BoNT-F LC inh = inhibitors of Botulinum neurotoxin F light chain protease; Multiplex microsphere protease cleavage assay, flow cytometry; inhibition, % at 10 µM; 360,000 compounds, 0.22% hits; AID 588497; in the data active means inhibition above about 35%, passing the limit was not always enough; inconclusive means no clear call, values can overlap the other calls; further: plate controls were buffer without enzyme for full effect and enzyme alone for no effect
BioA inh = blocks M. tuberculosis BioA enzyme activity; purified M. tuberculosis BioA enzyme, plate reader; inhibition, % at 9.99 µM; 360,000 compounds, 0.096% hits; in the data active means inhibition above about 40%; inconclusive means no clear call, values can overlap the other calls
Starred values were filed as active, the others as inactive; ? = inconclusive; nt = not tested or not shown; & = joins results of further samples. Unless noted, no stated cut-off is given here; in the data, active means inhibition above about 30%; inactive means the rest.

1) O=C(c1ccc(N2CCOCC2)nc1)N1CCCCC1
2) Cc1cccc(OCC(=O)N/N=C/c2cccn2C)c1
3) O=C(O)CCCNC1=NCCC1
4) Cc1[nH]c(=S)c(C#N)c(C)c1CC(=O)c1ccc(Br)cc1
5) O=Nc1ccc(NOC(=O)c2ccccc2Br)cc1
6) CC(C)Cc1nnc(NC(=O)C23CC4CC(CC(C4)C2)C3)s1
7) O=C(Nc1ccc2oc(-c3ccncc3)nc2c1)c1ccco1
8) COCCCNc1nc2ccccc2nc1NS(=O)(=O)c1cc(Cl)ccc1Cl
entry no.	1	2	3	4	5	6	7	8
BoNT-F LC inh	3	?	4	2	-7	-4	-11	-3
FadD28 FP inh	-5.1	0.0	0.4	0.2	-4.9	-1.1	-0.3	0.5
Mtb FBA inh	2	6	3	1	-3	0	15	2
DUSP3 inh	26	6	-8	-4	-3	-25	12	nt
BioA inh	0.1	0.3	-5.7	1.6	nt	nt	-1.9	-1.4
CCHF vOTU inh	-10	-1	-1	10	5	-4	4	-3
Mtb UGM inh	0.7	1.6	3.6	-1.1	1.3	1.8	0.0	-4.2
MazF activator	1	6	3	4	6	0	-3	1
Rv3671c protease	3	2	-8	-3	-13	-1	2	0
GDH-TPI counter	-1	19	-4	-12	22	12	9	12

9) CCn1ncc(C2=NOC(C(=O)NCCc3ccccc3)C2)c1C (centres undefined)
10) CC(C)(C)/C=N/NC(=O)CNC(=O)c1ccc2c(c1)OCCO2
11) O=C(Nc1ccccc1)OCc1cc(-c2ccc(Cl)cc2)on1
12) CC1CCCC(C)N1C(=O)CN1C(=O)C(C)(C)Oc2ccc(C(=O)NC3CCCC3)cc21 (centres undefined)
13) NC(=O)CSc1nnc(Cn2cnc3ccccc32)o1
14) COc1cccc(CN2CCN(Cc3ccccc3C(F)(F)F)CC2)c1
15) C=CCN(CC=C)C(=O)COn1nnc2ccc(S(=O)(=O)N3CCOCC3)cc21
16) Cc1ccc(/C=N/NC(=O)c2ccncc2)s1
entry no.	9	10	11	12	13	14	15	16
BoNT-F LC inh	0	-6	-8	0	3	5	-17	-3
FadD28 FP inh	-2.8	-3.4	-0.5	-0.3	-0.4	-2.5	-2.1	-4.9
Mtb FBA inh	1	0	-1	8	1	2	-3	0
DUSP3 inh	4	14	2	36	8	20	nt	30
BioA inh	nt	nt	nt	-0.5	nt	-0.6	0.2	0.1
CCHF vOTU inh	-9	4	7	6	-7	0	12	1
Mtb UGM inh	1.7	-3.1	-1.6	-0.9	-7.1	-0.3	1.8	-1.4
MazF activator	3	8	1	9	7	0	5	3
Rv3671c protease	9	-1	0	15	5	-4	-3	5
GDH-TPI counter	-14	-3	0	-16	-3	0	12	15

17) Cc1ccc(NC(=S)Nc2ccc(OC(F)F)c(Cl)c2)cc1F
18) C=CCn1cc(C(=O)OC)c(=O)c2cc(S(=O)(=O)N(CC)CC)ccc21
19) COc1ccc(CCNCC(O)COc2cccc(Br)c2)cc1 (centres undefined)
20) O=C(CN1CCc2ccccc2C1)Nc1ccc(F)cc1F
21) COc1cc(C(=O)NNC(=O)c2cccn2C)cc(OC)c1OC
22) C[C@@H]1CN([C@@H](C)CO)C(=O)CCCn2nncc2CO[C@H]1CN(C)Cc1cccc2c1OCCCO2
23) CCn1c(-c2ccccc2)ccc(C#N)c1=O
24) Cc1ccc2[nH]c(=O)c(CN(Cc3ccccc3Cl)C(=O)N3CCOCC3)cc2c1
entry no.	17	18	19	20	21	22	23	24
BoNT-F LC inh	-2	0	-7	-6	nt	-3	6	5
FadD28 FP inh	-5.0	-3.6	-0.9	-0.1	-2.3	-2.3	-0.7	-0.6
Mtb FBA inh	2	-1	-2	1	2	-4	3	2
DUSP3 inh	-6	6	8	17	nt	nt	-4	8
BioA inh	nt	3.4	-1.1	-2.9	0.3	0.0&1.2&-2.1	-2.7	-3.5
CCHF vOTU inh	-7	-5	1	7	11	-10	-5	0
Mtb UGM inh	4.1	-2.3	1.1	-0.3	-1.6	nt	1.2	-0.4
MazF activator	10	-4	-9	1	-1	1	-2	1
Rv3671c protease	-2	-2	-5	9	7	nt	-4	-5
GDH-TPI counter	0	7	-4	-3	-1	-6	0	9

25) COc1ccccc1CNC(=O)CCCn1nc(C)c2c(C)n(-c3ccccc3)nc2c1=O
26) CCN(c1ccccc1)S(=O)(=O)c1ccc(OC)c(NC(=O)c2cc(Cl)ccn2)c1
27) CCC(C)[C@H]1CNCCN1CCc1cccc(F)c1 (some centres undefined)
28) Cc1noc(C)c1CN1C(=O)NC2(CCc3ccccc3C2)C1=O (centres undefined)
29) Cc1nn(C(C)C(=O)Nc2ccccc2Cl)c(=O)c2nn(-c3ccccc3)c(C)c12 (centres undefined)
30) Cc1ccc(C)c(OCc2cc(C(=O)NC3CCOC(C)(C)C3)no2)c1 (centres undefined)
31) CCOC(=O)c1[nH]c(COC(=O)c2ccccc2NC(=O)c2ccco2)c(C(=O)OCC)c1C
32) CC(C)NC(=O)c1cc(C2CCCCN2C(=O)c2ccccc2)on1 (centres undefined)
entry no.	25	26	27	28	29	30	31	32
BoNT-F LC inh	0	-5	-8	7	7	-9	-16	0
FadD28 FP inh	-5.7	-2.7	-2.3	0.0	0.8	-3.6	-3.6	1.2
Mtb FBA inh	-4	6	3	0	-1	0	3	1
DUSP3 inh	15	nt	nt	nt	14	14	-8	nt
BioA inh	9.6	nt	0.1	2.0	16	-1.8	-0.1	0.1
CCHF vOTU inh	2	6	-9	-5	10	-4	-5	4
Mtb UGM inh	-1.1	nt	-0.5	-2.5	0.1	2.2	0.2	nt
MazF activator	8	-1	-6	7	6	5	-5	nt
Rv3671c protease	2	nt	-4	-2	-6	-1	-7	nt
GDH-TPI counter	1	2	11	6	6	1	8	11

33) Cc1nc(-c2ccccn2)sc1C(=O)Nc1ccc(F)cc1F
34) O=C(Nc1nnc(SCc2cccnc2)s1)C1CC(=O)N(c2ccccc2)C1 (centres undefined)
35) CCCCCC(=O)Nc1ccc(N2CCN(C(=O)CCC)CC2)cc1
36) COC(=O)c1ccc2nc(-c3ccco3)c(Cc3ccc(C)cc3)n2c1
37) Oc1oc(-c2ccccc2)nc1C=NCc1ccncc1
38) CC(C)(C)c1ccc(S(=O)(=O)NC(=O)C2(C)CCN2C(=O)Cc2ccc(Cl)cc2Cl)cc1 (centres undefined)
39) O=C(COC(=O)CCC(=O)c1ccc(F)cc1)Nc1ccc2[nH]c(=O)[nH]c2c1
40) COc1ccc2c(c1)CCc1cn3nc(C)cc3nc1-2
entry no.	33	34	35	36	37	38	39	40
BoNT-F LC inh	0	-43	-13	0	-2	-1	0	-23
FadD28 FP inh	-3.1	0.8	0.1	-5.6	0.1	-1.2	-1.6	-1.4
Mtb FBA inh	-1	1	0	26	-2	7	-2	13
DUSP3 inh	19	10	-9	nt	16	nt	nt	-14
BioA inh	nt	1.1	1.0	-1.0	0.0	2.8	1.2	-0.1
CCHF vOTU inh	-4	10	3	0	10	3	-7	-8
Mtb UGM inh	0.3	-2.9	-2.0	nt	-1.7	nt	-0.9	-3.9
MazF activator	9	1	7	nt	7	nt	-26	4
Rv3671c protease	-6	-5	-5	nt	-3	nt	10	3
GDH-TPI counter	4	1	-6	nt	26	3	-1	6

Down the list, as entered above:
FadD28 FP inh for nos. 33–40, in order: -3.1, 0.8, 0.1, -5.6, 0.1, -1.2, -1.6, -1.4
BoNT-F LC inh for nos. 33–40, in order: 0, -43, -13, 0, -2, -1, 0, -23

The list goes on.
41) O=C(C1CCCN(S(=O)(=O)c2cccc3nonc23)C1)N1CCN(c2ccccc2)CC1 (centres undefined)
42) O=c1[nH][nH]c2cc(=O)n(-c3ccc(Cl)cc3)nc12
43) Cc1ccccc1C(=O)Nc1ccccc1NC(=O)c1ccccc1C
44) Cc1noc(NS(=O)(=O)c2ccc(NC(=O)CCCOc3ccc(Cl)cc3Cl)cc2)c1C
45) O=C(NCc1ccc(N2CCCC2=O)cc1)Nc1ccccc1
46) COC(=O)C1=C(C(=O)OC)[C@@H]2N(C)c3ccccc3[C@@]23C[C@@H](CO)N(C(=O)NCCBr)C3=N1
47) O=C1C=C(c2ccc(-c3ccccc3)cc2)C[C@@H](c2ccc(Cl)cc2)C1
48) Cc1ccc(N2CCN(CCCCN3C(=O)C4CCCN4C3=O)CC2)cc1 (centres undefined)
entry no.	41	42	43	44	45	46	47	48
BoNT-F LC inh	2	-5	-16	-2	0	1	-4	-3
FadD28 FP inh	2.9	6.4	nt	2.5	-3.7	1.5	-2.0	-0.9
Mtb FBA inh	4	-6	1	2	-2	0	6	-2
DUSP3 inh	20	22	7	39	2	11	nt	-8
BioA inh	1.6	1.1	0.3	0.8	nt	0.2	-1.6	nt
CCHF vOTU inh	-4	4	-4	10	10	-5	8	-24
Mtb UGM inh	-0.2	0.3	-3.8	1.2	-4.1	2.2	0.1	-0.1
MazF activator	5	-3	3	-1	-5	-1	-7	0
Rv3671c protease	-19	20	nt	2	-4	-14	6	7
GDH-TPI counter	-8	10	-3	7	3	12	-4	-3

An excerpt from above, reduced to MazF activator, BioA inh and GDH-TPI counter:
item	structure	MazF activator	BioA inh	GDH-TPI counter
47	O=C1C=C(c2ccc(-c3ccccc3)cc2)C[C@@H](c2ccc(Cl)cc2)C1	-7	-1.6	-4
48	Cc1ccc(N2CCN(CCCCN3C(=O)C4CCCN4C3=O)CC2)cc1 (centres undefined)	0	nt	-3

Remaining list, next part:
49) COCc1cc(=O)[nH]c(=S)[nH]1
50) COc1ccc(-c2nc(-c3cccnc3)no2)cc1OC
51) CC(C)OCCCNC(=O)CNC(=O)c1cccs1
52) CC(=O)NC(c1ccccc1)c1nc(-c2ccc(Cl)cc2)cs1 (centres undefined)
53) CCc1nnc(NC(=O)CSc2nnc(-c3cccnc3)n2CC)s1
54) COC(=O)c1ccccc1NC(=O)CNc1cc(Cl)ccc1N1CCOCC1
55) COC(=O)/C(=C/c1cccnc1)NC(=O)c1ccccc1
56) COC(C[C@H](O)C[C@@H](O)COCc1ccccc1)OC
entry no.	49	50	51	52	53	54	55	56
BoNT-F LC inh	-14	-12	-5	-3	7	-5	-24	-7
FadD28 FP inh	-3.8	-0.6	-0.9	0.1	0.1	-1.2	0.7	-1.0
Mtb FBA inh	1	6	0	5	-10	1	0	-3
DUSP3 inh	2	24	26	nt	27	10	8	34
BioA inh	0.7	3.4	-1.5	-1.8	-1.1	1.3	nt	-6.1
CCHF vOTU inh	22	6	3	-2	6	-6	-8	-1
Mtb UGM inh	0.7	-1.2	-0.4	nt	1.1	-4.4	0.0	nt
MazF activator	-4	0	10	nt	5	3	4	0
Rv3671c protease	-5	3	2	nt	7	2	9	nt
GDH-TPI counter	14	-2	3	7	7	5	4	4
